# L3MBTL1 inh: blocks human L3MBTL1; AlphaScreen L3MBTL1–H3K9me1 peptide binding; Q9Y468; Potency, µM (highest dose often 57.1 µM), for inactives: top-dose activity, negative = inhibition, usual class: inhibitors; hit rate 0.66% among 230,000; AID 485360; active = well fitted inhibition curve with a large enough effect; inconclusive = small, poorly fitted or top-dose-only effect; inactive = no such curve, though single readings can be large or run the other way; also: nearly all actives have a fitted effect of over 60% in size
# Target sequence (Q9Y468 whole entry, looked up): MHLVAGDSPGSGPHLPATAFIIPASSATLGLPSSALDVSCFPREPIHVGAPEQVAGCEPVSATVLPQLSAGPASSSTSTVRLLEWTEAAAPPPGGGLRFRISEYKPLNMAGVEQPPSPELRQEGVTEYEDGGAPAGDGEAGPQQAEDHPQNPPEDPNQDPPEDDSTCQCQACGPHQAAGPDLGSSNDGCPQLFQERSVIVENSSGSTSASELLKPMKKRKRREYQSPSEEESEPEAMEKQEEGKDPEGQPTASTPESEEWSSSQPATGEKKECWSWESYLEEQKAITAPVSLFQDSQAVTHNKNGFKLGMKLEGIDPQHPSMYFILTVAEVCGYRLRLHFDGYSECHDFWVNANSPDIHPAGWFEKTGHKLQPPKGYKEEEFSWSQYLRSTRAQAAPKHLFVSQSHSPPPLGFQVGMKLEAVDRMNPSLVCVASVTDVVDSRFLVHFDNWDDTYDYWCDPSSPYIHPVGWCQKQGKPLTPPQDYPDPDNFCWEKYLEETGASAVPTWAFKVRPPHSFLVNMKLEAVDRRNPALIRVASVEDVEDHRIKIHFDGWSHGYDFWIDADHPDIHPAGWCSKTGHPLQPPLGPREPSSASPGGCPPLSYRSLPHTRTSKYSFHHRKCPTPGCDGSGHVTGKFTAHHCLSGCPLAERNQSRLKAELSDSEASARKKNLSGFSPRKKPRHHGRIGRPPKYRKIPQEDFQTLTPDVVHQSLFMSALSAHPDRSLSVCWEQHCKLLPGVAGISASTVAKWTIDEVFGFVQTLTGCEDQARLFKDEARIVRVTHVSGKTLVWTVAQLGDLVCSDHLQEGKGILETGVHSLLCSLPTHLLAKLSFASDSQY
#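 AlphaScreen proximity signal between nickel-chelate acceptor and streptavidin donor beads (final 10 ug/mL) reports binding of 50 nM L3MBTL1 to 75 nM biotin-H3 K9me1 peptide; complex incubated with compounds 30 min at room temperature; cefsulodin titration as control.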
# Active calls of the source: *; ? = inconclusive; [ ] = dose if it differs, or a comment. % is scaled to controls: 0 for no effect and ±100 for the full control effect; potency is read from the fitted curve at half-maximal effect. Only part of the results is shown; the hit share may differ from the screen's.
SMILES,L3MBTL1 inh
O=C(COC(=O)c1ccccc1SCC(=O)N1CCCC1)Nc1ccc(OC(F)F)cc1,23.8%
CCOC(=O)c1ccccc1NC(=O)C1CCCO1 (configuration not stated),4.8%
CCN1CCN(CCC(=O)Nc2ccccc2)CC1,-0.1%
CN(CC(=O)Nc1ccccc1Cl)C(=O)COC(=O)c1ccc(Cl)nc1,-8.7%
Cc1ccc(S(=O)(=O)N2CCOCC2)cc1NC(=O)COC(=O)COc1cccc2c1OC(C)(C)C2,5.5%
Cc1cc(C)n2nc(C(=O)OCC(=O)Nc3ccc4c(c3)OCCO4)nc2n1,10.6%
Cc1ccc2nc(-c3ccccc3)cc(C(=O)N3CCN(S(=O)(=O)c4c(C)noc4C)CC3)c2c1,28.4%
COc1cccc(NC(=O)CN(C)CC(=O)NCC(=O)Nc2ccc(F)cc2)c1,?
COc1ccc(N2CCN(C(=O)COC(=O)CNC(=O)c3ccc(C)cc3)CC2)cc1,-3.3%
COc1ccc(NC(=S)NC(=O)/C=C/c2ccccc2)cc1,0.9%[2.29 µM]
CSCCC(NS(=O)(=O)c1ccccc1F)C(=O)NCC(c1ccco1)N(C)C (configuration not stated),0.6%
Cn1c(=O)[nH]c(=O)c2c1nc(NC1CCCC1)n2Cc1ccccc1,-4.1%
CC(=O)Nc1ccc(S(=O)(=O)Nc2nccc(C)n2)cc1,-0.6%
Cc1cccc(OCC(=O)Nc2ccncc2)c1C,3.0%
COc1ccc(S(=O)(=O)N2CCCCCC2)cc1C(=O)Nc1ccc(C(=O)N(C)C)cc1,-0.2%
CCCCOc1ccc(C(=O)NCC(=O)NNC(=O)c2ccco2)cc1,3.2%
CC(NC(=O)CCC(=O)NCc1ccc(F)cc1)c1ccccc1 (configuration not stated),5.7%
O=C1CN(C(=O)COC(=O)c2ccco2)c2ccccc2N1,1.2%
COc1ccc(C(=O)NCC(c2cccs2)N2CCc3ccccc32)c(OC)c1 (configuration not stated),-1.7%
CC12OC1C1(O)CCCC1=CC2=O (configuration not stated),-3.2%

# Pulled by compound from the list above, 5 records:
SMILES,L3MBTL1 inh
O=C1CN(C(=O)COC(=O)c2ccco2)c2ccccc2N1,1.2%
CCCCOc1ccc(C(=O)NCC(=O)NNC(=O)c2ccco2)cc1,3.2%
COc1cccc(NC(=O)CN(C)CC(=O)NCC(=O)Nc2ccc(F)cc2)c1,?
O=C(COC(=O)c1ccccc1SCC(=O)N1CCCC1)Nc1ccc(OC(F)F)cc1,23.8%
CCOC(=O)c1ccccc1NC(=O)C1CCCO1 (configuration not stated),4.8%

# Later entries:
SMILES,L3MBTL1 inh
O=C(NCCN1C(=O)S/C(=C\c2ccccc2F)C1=O)C1=COCCO1,-4.2%
CC(=O)Nc1ccc(NC(=O)CSC2=NS(=O)(=O)c3cc(F)ccc3N2)cc1,-1.6%
Oc1ccc(Nc2nc(-c3cccnc3)cs2)cc1,-2.5%
CN(C(=O)c1ccc(NC(=O)Cc2cccc(NC(=O)C3CCCN(C(=O)C4CC4)C3)c2)cc1)C1CCCC1 (configuration not stated),0.8%
COc1cc2c(cc1OC)C(c1cccc([N+](=O)[O-])c1)=NCC2,3.2%
COc1ccc(NC(=O)CC(C(=O)O)C(C)c2ccccc2)cc1 (configuration not stated),5.2%
COc1cc(/C=N/NC(=O)CC#N)ccc1Oc1nc(Cl)ncc1F,1.3%
O=C(CN1C(=O)NC2(CCCCCC2)C1=O)Nc1ccc([N+](=O)[O-])cc1,-1.0%
Cc1ccc(C)c(OCCC(=O)OCC(=O)N(C)c2c(N)n(Cc3ccccc3)c(=O)[nH]c2=O)c1,0.6%
CC(C)N(C(=O)[C@H]1C[C@H](CC(=O)NCCN2CCOCC2)C(=O)N2CCc3c([nH]c4ccc(Cl)cc34)[C@]12C)C(C)C,10.7%
COc1ccccc1C(=O)NCC(=O)N1CCN(S(=O)(=O)c2ccc3c(c2)OCCO3)CC1,-5.2%
CCN(CC)CCN(Cc1cc2cc3c(cc2[nH]c1=O)OCO3)C(=S)NCCOC,1.9%
Cc1ccc(C)c(NC(=O)COC(=O)c2cccc(S(=O)(=O)N3CCCCC3)c2)c1,-4.5%
Cc1ccc(Cc2nnc(SCC(=O)Nc3ccccc3C)[nH]c2=O)cc1,3.9%
CCN(C[C@H]1N[C@@](Cc2ccccc2)(C(=O)OC)[C@H]2C(=O)N(C)C(=O)[C@@H]12)S(=O)(=O)c1ccc(-c2ccccc2)cc1,-9.5%
O=C(Nc1ccccc1Cl)c1ccc([N+](=O)[O-])o1,-5.2%
CC(NC(=O)COC(=O)c1cccc(S(=O)(=O)N2CCCC2)c1)c1ccccc1 (configuration not stated),-4.2%
COc1cc(C2Nc3ccccc3NC3=C2C(=O)CC(C)(C)C3)cc(OC)c1OC (configuration not stated),0.1%
CC(OC(=O)c1cc(O)c2ccccc2c1O)C(=O)Nc1ccc(C(N)=O)cc1 (configuration not stated),-21.8%
O=C(COC(=O)c1cc([N+](=O)[O-])ccc1N1CCOCC1)Nc1cc(F)ccc1F,-6.0%

# 3 entries out of the list, arranged by length of the SMILES, low to high:
SMILES,L3MBTL1 inh
O=C(NCCN1C(=O)S/C(=C\c2ccccc2F)C1=O)C1=COCCO1,-4.2%
CCN(CC)CCN(Cc1cc2cc3c(cc2[nH]c1=O)OCO3)C(=S)NCCOC,1.9%
O=C(CN1C(=O)NC2(CCCCCC2)C1=O)Nc1ccc([N+](=O)[O-])cc1,-1.0%

# Continued:
SMILES,L3MBTL1 inh
COC(=O)c1cccc(NC(=O)CN2C(=O)c3ccccc3C2=O)c1,4.0%[2.29 µM]
O=C(Cn1[nH]c(=O)c2ccccc2c1=O)OCC(=O)c1ccccc1,4.7%
CC(C)N(C(=O)[C@H]1C[C@H](CC(=O)NCCc2ccccn2)C(=O)N2CCc3c([nH]c4cc(CCC(=O)N(C)C)ccc34)[C@]12C)C(C)C,3.5%
CC(=O)c1ccc(NCC(=O)N2CCN(S(=O)(=O)c3ccccc3)CC2)cc1,7.1%
Cc1ccc(S(=O)(=O)N(C)c2ccc(OC(C)C(=O)N3CCCC3)cc2)cc1C (configuration not stated),-9.6%
CN(C)C(CNC(=O)c1ccc2nccnc2c1)c1ccco1 (configuration not stated),-3.6%
Nc1nc(SCC(=O)Nc2ccc(Cl)c([N+](=O)[O-])c2)n[nH]1,-2.3%
Cc1ccc2c(c1)N(C(=O)CCC(=O)N1CCC(C(N)=O)CC1)CC(C)O2 (configuration not stated),0.8%
CC(=O)c1ccc(S(=O)(=O)N(C)CC(=O)NCc2ccco2)cc1,0.2%
CCOC(=O)C1CCN(C(=O)COc2ccc3c(C)cc(=O)oc3c2)CC1,0.5%
COC(=O)c1cc(S(=O)(=O)NCc2ccccc2)c[nH]1,3.7%
O=C(O)c1cc(S(=O)(=O)NCCOc2ccccc2)ccc1Cl,2.8%
O=C1CSC(=S)N1c1ccc(O)cc1,-0.4%
Cc1cc(C)c(NC(=O)CN(C)CC(=O)N(C)CC(=O)Nc2c(Cl)cccc2Cl)c(C)c1,8.7%
C[C@@]12C(=O)Nc3ccc(F)cc3C(=O)N1[C@H]1c3cc(Cl)ccc3OC[C@@H]1[C@@H]2c1ccccc1,-8.0%
CC1CN(C(=O)COc2coc(CN3CCc4ccccc4C3)cc2=O)CC(C)O1 (configuration not stated),9.1%
CC(C)(Cc1ccccc1)/[N+]([O-])=C\c1ccccc1,-5.9%
O=C(COC(=O)COc1ccc(Cl)cc1)NC1CCS(=O)(=O)C1 (configuration not stated),-2.1%
COc1ccc(CCNC(=O)c2ccccc2OCc2c(C)noc2C)cc1,1.7%
Cn1nnnc1SCC(=O)Nc1ccc(C(=O)N2CCN(Cc3ccccc3F)CC2)cc1,2.4%
O=C(NCCc1ccccc1)C1CCCN1C(=O)Nc1ccc(Cl)cc1 (configuration not stated),10.9%
CCOC(=O)C1CCCN(C(=S)Nc2ccc(S(=O)(=O)N3CCOCC3)cc2)C1 (configuration not stated),-3.7%
CS(=O)(=O)N1CCc2cc(C(=O)Nc3ccccc3Cl)ccc21,0.0%
COc1ccc(-n2c(C)cc3cc(OC(C)=O)ccc32)cc1,-8.1%
Cc1ccc2nc(SCC(=O)Nc3ccc(F)cc3)nc(=O)n2c1,4.7%
Cc1cc(C)n(CC(=O)NNC(=O)CCNC(=O)c2ccccc2Cl)n1,2.2%
CC(=O)c1ccccc1NS(=O)(=O)c1ccc2c(c1)CC(=O)N2,-9.7%
Cc1ccc(S(=O)(=O)N(C)CC(=O)NNC(=O)CCS(=O)(=O)c2ccccc2)cc1,0.5%
Cc1noc(C)c1CSCC(=O)Nc1cc(S(=O)(=O)N2CCOCC2)ccc1OC(C)C,-8.1%
CC(C)CC1Nc2ncnc(N3CCOCC3)c2N(Cc2ccc(Br)cc2)C1=O (configuration not stated),0.0%
O=C(Nc1ccc([N+](=O)[O-])cn1)c1cccnc1,1.7%
CCOc1ccccc1C(=O)OCC(=O)NCCc1ccc(OC)cc1,-2.3%
Cc1cc(S(=O)(=O)N2CCCCC2CCNC(=O)C(=O)NCc2cccnc2)ccc1F (configuration not stated),-4.1%
COc1cc(NC(=O)Cn2c([N+](=O)[O-])cnc2C)c(OC)cc1Cl,-0.4%[2.29 µM]
COc1ccc(S(=O)(=O)NCc2ccncc2)cc1NC(=O)c1ccccc1C,1.8%
CCN(CC)S(=O)(=O)c1cccc(NC(=O)C2CC(=O)N(c3ccc4c(c3)OCCO4)C2)c1 (configuration not stated),-2.1%
CN(CC(=O)Nc1c(Cl)cccc1Cl)C(=O)c1cc(S(=O)(=O)N(C)C)ccc1N1CCCC1,1.8%
CCOC(=O)N1CCN(C(=O)C(C)NC(=O)c2ccco2)CC1 (configuration not stated),4.2%
OCCC1CN(CCCc2ccccc2)CCN1CCc1ccccc1 (configuration not stated),3.0%[2.29 µM]
O=C(CCNS(=O)(=O)c1ccccc1)NNC(=O)c1cccc(Cl)c1,7.0%
Cc1ccc2c(c1)N(CC(=O)NCCCN1CCOCC1)C(=O)c1cccnc1O2,-2.2%
COc1cccc(/C(C)=N/Nc2ccc(S(=O)(=O)N3CCCCC3)cn2)c1,-10.7%
Cc1cccc([C@@H]2[C@@H]3C(=O)N(Cc4ccccc4)C(=O)[C@@H]3[C@]3(Cc4ccc(Cl)cc4)C(=O)N(c4ccc(Br)cc4)C(=O)N23)c1,4.1%
COc1ccc(S(=O)(=O)NCc2cccnc2)cc1Br,2.7%
COc1ccc(S(=O)(=O)N2CCOCC2)cc1NC(=O)CCNC(=O)c1ccc(Br)cc1,-8.7%
CC(C)[C@@H](CO)NS(=O)(=O)c1ccc(Br)cc1F,1.0%
O=C(CN1CCCCC1)N1CCc2ccccc21,2.3%
CCOC(=O)[C@@H]1[C@H]2COc3ccc(Br)cc3[C@H]2N2C(=O)N(c3ccc(Br)cc3)C(=O)[C@]12C,-2.2%
CN(CC(=O)NC(=O)NC1CCCCC1)CC(=O)Nc1ccc(OC(F)(F)F)cc1,3.6%
C#CCOCCOCCOCCNc1nc(N2CCN(C(=O)CCCCCCCCCCNC(=O)[C@H](CCCCN)n3cc(C)nn3)CC2)nc(N2CCN(C(=O)CCCCCCCCCCNC(=O)[C@@H]([C@H](C)O)n3cc(C)nn3)CC2)n1,-1.1%
COC(=O)[C@@]1(C)[C@H]2C(=O)N(Cc3ccccc3)C(=O)[C@H]2[C@H]2CN=C(SCC(=O)c3ccccc3)N21,9.0%
NS(=O)(=O)c1ccc(CNC(=O)C2CCCN2C(=O)c2cccs2)cc1 (configuration not stated),-5.2%
COc1ccc(CC(=O)OCC(=O)N2CCN(S(=O)(=O)c3ccc(C)cc3C)CC2)cc1OC,-1.9%
CCC(ONc1ccccc1C(F)(F)F)(C(=O)NN(C)C)c1ccccc1 (configuration not stated),-6.5%
CN(CC(=O)Nc1ccccc1C(F)(F)F)C(=O)c1cc(-c2cccs2)nn1-c1ccccc1,2.4%
CC(C)=CC(=O)Nc1cccc(S(=O)(=O)NC2=NCCCCC2)c1,11.5%
COC(=O)C1=C(C)N(Cc2ccccc2)C(=NCc2ccccc2)N[C@H]1c1cccc(C(F)(F)F)c1,5.2%
COc1cc2c(-c3cc(F)cc(F)c3)c(-c3ccsc3)oc(=O)c2cc1OC,0.3%
CCN(C(=O)COC(=O)c1ccco1)c1cccc2ccccc12,0.9%
CN(C(=O)CSc1nc2ccccc2c(=O)n1-c1ccc(F)cc1F)C1CCS(=O)(=O)C1 (configuration not stated),26.0%

# Next part
SMILES,L3MBTL1 inh
CN1C(=O)C(C)(C)c2cc(S(=O)(=O)N3CCCC(C(=O)NCc4ccc(Cl)cc4)C3)ccc21 (configuration not stated),-0.3%
CC(=O)c1ccc(N2CCN(CC(=O)Nc3ccccc3C(=O)NC3CC3)CC2)c(F)c1,7.7%
O=C(COc1cccc(C(F)(F)F)c1)Nc1nnc(C2CC2)s1,-1.7%
CCCOc1ccc(C(=O)Nc2ccc(S(=O)(=O)N3CCN(C)CC3)cc2)cc1,-1.2%
COc1ccc(C2SCC(=O)N2c2ccc(C)cc2)cc1 (configuration not stated),3.3%
O=C(CCN1C(=O)NC2(CCCC2)C1=O)Nc1ccc(-c2nc3ccccc3s2)cc1,-8.5%
Cc1ccc([C@H]2C(C(=O)O)=CC[C@@H](c3ccc(Cl)cc3)N2S(=O)(=O)c2ccc(C)cc2)cc1,-6.4%
CCOc1ccccc1N(CC(=O)Nc1cc(OC)ccc1OC)S(=O)(=O)c1ccccc1,-3.1%
CN1CCN(S(=O)(=O)c2cccc(C(=O)NCCC3=CCCCC3)c2)CC1,4.5%
Cc1nnc(SCC(=O)N(CCC#N)c2ccc3c(c2)OCCO3)s1,-1.0%
CCC1(CC)NC(=O)N(CC(=O)OCC(=O)Nc2cc(OC)ccc2OC)C1=O,7.7%
Cc1ccn2c(=O)nc(SCC(=O)c3ccc(Cl)cc3)nc2c1,-2.6%

# Screens: PubChem BioAssay, National Center for Advancing Translational Sciences (NCATS)
